High-throughput results deposited in PubChem BioAssay by several laboratories.
NCOA3 inh: SRC3 coactivator transcriptional activity inhibitors, primary screen, cell-based, luminescence; HEK293 GAL4-SRC3 luciferase reporter; Nuclear receptor coactivator 3 (Homo sapiens), Q9Y6Q9; AID 588352, 2011; hit rate 0.17% among 360,000; inhibition, % at 3.6 µM;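 active = inhibition above a per-campaign cutoff, the mean of all compounds plus 3 SD, cut at about 60% in these data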;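 note: 0% = DMSO-treated cells and 100% = gossypol-treated cells at 36 µM; higher means less SRC3-driven luciferase light from the GAL4 reporter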
CF NFkB block: inhibitors of PAF-induced NF-kB signaling, primary screen, cell-based, GFP fluorescence, uHTS | inhibition, % at 5 µM | hit rate 0.86% among 360,000 | AID 588850, 2011 | KKLEB NF-kB-GFP reporter, GFP fluorescence overnight;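 active = at least 50% inhibition at 5 µM, scaled per plate between neutral and stimulator controls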;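 note: PAF is a Pseudomonas aeruginosa culture filtrate used as stimulus; plate controls were PAF-stimulated DMSO wells for no effect and unstimulated DMSO wells for full effect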
C8 TRAIL sens: viability loss with TRAIL in NB7+C8 cells, primary screen, TRAIL sensitizer project, cell-based, ATPlite luminescence | inhibition (viability loss, TRAIL sensitization), % at 10 µM | hit rate 1% among 360,000 | AID 624354, 2012;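 active = compounds causing at least 50% loss of cell viability in the single-dose screen, relative to plate controls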
NR2F2 inh: NR2F2 transcriptional activity inhibitors, primary screen, cell-based, luciferase reporter, HEK293T, luminescence | hit rate 0.7% among 370,000 | AID 686940, 2013 | COUP transcription factor 2 (Homo sapiens), P24468 | inhibition, % at 8.6 µM | HEK293T NGFI-A luciferase reporter;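 active = inhibition above a per-plate cutoff, mean inhibition of test wells between control levels plus 3 SD, cut at about 38% in these data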;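 note: cells cotransfected with COUP-TFII expression vector driving the NGFI-A reporter; 0% = median of COUP-TF2 test wells and 100% = reporter-only cells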
Target sequence (P24468 whole entry, looked up): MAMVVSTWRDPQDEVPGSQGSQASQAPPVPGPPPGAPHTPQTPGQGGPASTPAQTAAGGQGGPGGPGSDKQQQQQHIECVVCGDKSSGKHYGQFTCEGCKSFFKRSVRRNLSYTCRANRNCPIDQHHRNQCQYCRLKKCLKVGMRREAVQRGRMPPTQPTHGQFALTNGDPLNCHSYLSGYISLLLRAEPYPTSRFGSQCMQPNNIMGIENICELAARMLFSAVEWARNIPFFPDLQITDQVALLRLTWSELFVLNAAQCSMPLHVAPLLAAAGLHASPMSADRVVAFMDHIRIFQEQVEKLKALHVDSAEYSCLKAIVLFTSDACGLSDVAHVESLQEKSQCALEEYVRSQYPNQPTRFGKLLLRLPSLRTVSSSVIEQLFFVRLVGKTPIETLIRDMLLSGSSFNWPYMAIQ
LRH-1 inv ag: LRH-1 (NR5A2) inverse agonists, primary screen, cell-based, luminescence, HEK293T, StAR-luciferase reporter | Nuclear receptor subfamily 5 group A member 2 (Homo sapiens), O00482 | LRH-1 transfected, 24 h | inhibition, % at 3.6 µM | hit rate 0.13% among 360,000;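 active = inhibition above the mean inhibition of all tested compounds plus 3 SD, cut at about 73% in these data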;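 note: 0% = DMSO wells and 100% = reporter-only cells lacking LRH-1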
Target sequence (O00482 whole entry, looked up): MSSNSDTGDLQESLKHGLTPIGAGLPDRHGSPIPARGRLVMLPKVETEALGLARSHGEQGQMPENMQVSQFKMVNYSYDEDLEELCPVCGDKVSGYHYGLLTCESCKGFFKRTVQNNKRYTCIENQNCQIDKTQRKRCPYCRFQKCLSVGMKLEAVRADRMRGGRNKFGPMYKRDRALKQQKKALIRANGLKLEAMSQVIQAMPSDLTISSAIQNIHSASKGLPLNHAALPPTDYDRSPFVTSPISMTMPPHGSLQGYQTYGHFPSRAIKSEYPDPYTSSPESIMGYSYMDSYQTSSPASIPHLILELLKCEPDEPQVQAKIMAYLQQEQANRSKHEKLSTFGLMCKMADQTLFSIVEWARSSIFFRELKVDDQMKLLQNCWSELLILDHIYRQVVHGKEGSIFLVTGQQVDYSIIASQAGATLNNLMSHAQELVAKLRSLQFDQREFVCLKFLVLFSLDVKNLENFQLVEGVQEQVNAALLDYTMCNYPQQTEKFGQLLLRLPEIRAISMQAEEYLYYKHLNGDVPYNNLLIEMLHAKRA
LMP1 NFkB inh: EBV LMP1-driven NF-kappaB luciferase reporter inhibitors, primary screen, cell-based, luminescence, single point; LMP1-induced NF-kappaB luciferase reporter cells; hit rate 0.69% among 350,000; AID 504558, 2011; inhibition, % at 12.5 µM; in the data active = inhibition above about 41%;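 note: 0% = neutral control wells and 100% = reference inhibitor control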
Shn3 inh set2: reduction of Shn3 3'UTR firefly luciferase signal, primary screen, Schnurri-3 inhibitor project, cell-based, Clone20 osteoblasts, set 2; Clone20 osteoblast Shn3 3'UTR firefly luciferase, 24 h; inhibition, % at 12.5 µM; hit rate 0.52% among 360,000;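 active = mean inhibition of at least 75% with every replicate also reaching 75%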;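 note: 0% = median of neutral control wells and 100% = pilot-screen positive control compound; some compounds past the cut are filed as inactive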
TROY signal inh: inhibitors of TROY-driven NF-kB signaling, primary screen, Q293 LMP1-TROYcd cells, NF-kB luciferase, uHTS; inhibition, % at 10 µM; Q293 LMP1-TROYcd NF-kB luciferase reporter, 4 h; hit rate 0.98% among 360,000; AID 1347056, 2019;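 active = compounds whose plate-normalised and pattern-corrected inhibition of the luciferase reporter signal at the single screening dose is 50% or more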
KKLEB tox: cytotoxicity in KKLEB CF airway cells, primary screen, cytotoxicity control for CF NF-kB inhibitor project, cell-based, uHTS, fluorescence assay plates; KKLEB CF airway cells viability, ATPlite luminescence, overnight; active compounds read low; cells stimulated with P. aeruginosa culture filtrate; activity change (cytotoxicity), % at 5 µM; hit rate 0.36% among 360,000; AID 602141, 2011;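 active = corrected activity change at or below -50% at 5 µM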
TWEAK Fn14 block: inhibitors of TWEAK-Fn14 signaling, primary screen, luciferase reporter cells, uHTS; TWEAK-stimulated Fn14 reporter cells, luciferase luminescence, 8 h; inhibition, % at 10 µM; hit rate 2% among 360,000; AID 1159606, 2016; in the data active = inhibition above about 50%
SRC1 inh: SRC1 coactivator transcriptional activity inhibitors, primary screen, cell-based, luminescence; hit rate 0.12% among 360,000; AID 588354, 2011; Nuclear receptor coactivator 1 (Homo sapiens), Q15788; HEK293 GAL4-SRC1 luciferase reporter; inhibition, % at 3.6 µM;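 active = inhibition above the campaign mean plus 3 SD, with each screening campaign given its own cutoff, cut at about 60% in these data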;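 note: 0% = DMSO treated cells and 100% = gossypol at 36 µM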
Active calls of the source: *; / = not tested or not shown.

SMILES	NCOA3 inh	CF NFkB block	C8 TRAIL sens	NR2F2 inh	LRH-1 inv ag	LMP1 NFkB inh	Shn3 inh set2	TROY signal inh	KKLEB tox	TWEAK Fn14 block	SRC1 inh
CN(CCc1ccccc1)c1ccc([N+](=O)[O-])cn1	-10	18	16	-1	21	5	6	-9	-6	-2	4
CN(C)C(CNC(=O)c1ccccc1C(F)(F)F)c1ccco1 (stereo unspecified)	6	-26	-14	4	-1	-3	-13	-7	2	-4	-3
CC(C)(C)NC(=O)C(c1ccccn1)N(C(=O)c1ccc2c(c1)OCCO2)C1CCCC1 (stereo unspecified)	17	1	-1	6	7	4	0	4	3	-1	11
CCCCN(CC)CCCNC(=O)c1cc2c(=O)n(CC)c3ccccc3c2s1	-10	-27	6	-74	-24	-25	-89	-9	-13	14	-11
CCC(C)c1ccc(NC(=O)Nc2cccnc2)cc1 (stereo unspecified)	-46	-37	49*	-17	-65	-31	-72	-36	-16	-36	-78
CN1C(=O)CC(N2CCN(c3ccccn3)CC2)C1=O (stereo unspecified)	19	-4	10	5	20	-12	17	4	-3	-4	-21
Cc1cc(OCC(=O)NCc2cccnc2)c2c(C)cc(=O)oc2c1	18	-9	-14	18	26	-7	10	-20	-2	-11	-1
Cc1ccc(CS(=O)(=O)c2ccc(C(=O)N3CCCCC3)cc2[N+](=O)[O-])cc1	1	-18	-4	9	-17	5	6	19	-7	24	1
O=C(Nc1cccc(Cl)c1)Nc1ccccc1NS(=O)(=O)c1cccs1	9	16	-11	-10	-4	0	8	22	14	10	-6
O=S(=O)(Nc1ccc2c(c1)OCO2)c1ccc(F)c(F)c1	0	-33	-20	-11	-3	1	-1	-18	7	15	-2
CCOC(=O)C1(Cc2cccc(OC)c2)CCCN(C(=O)c2cc(CC(C)C)[nH]n2)C1 (stereo unspecified)	-67	-13	-5	-29	-43	-24	-57	-57	6	-13	-48
Cc1ccccc1-c1cc2nc(C)c(C)c(=O)n2[nH]1	-42	-29	8	-72	-28	0	-38	-51	7	-22	-30
COc1ccc(CNCC(O)(c2ccccc2)c2ccc(F)cc2)cc1OC (stereo unspecified)	27	-20	9	15	22	24	55	15	-8	-21	2
O=C(C1CCN(S(=O)(=O)c2ccc(Cl)cc2)CC1)N1CCCCCCC1	-4	3	7	-2	10	2	8	-2	-3	-9	-5
O=C(c1ccc(-n2nc(C(F)(F)F)c3c2CCCC3)cc1)N1CCOCC1	7	-10	-1	18	1	1	6	22	-4	-17	-1
CCCCNc1nc(CC)c2c(c1C#N)CCCC2	2	5	-5	3	9	-4	18	18	-3	-17	17
CCCCOC(=O)C1=C(C)NC(=O)NC1c1cc2c(cc1Br)OCO2 (stereo unspecified)	-10	9	-7	23	-11	-11	5	5	1	14	-13
NC(=O)/C=C/C(=O)Nc1ccc(Cl)cc1	-40	-5	-4	-1	8	-1	-2	3	-12	2	-4
Cc1nn2c(NCCCN3CCOCC3)c3c(nc2c1-c1ccccc1)CCC3	13	10	7	-5	18	2	24	20	3	15	9
COc1cc(N(C(C)=O)c2ccc(O)cc2)c2ncccc2c1	-3	0	5	15	17	5	-13	6	4	-16	-8
Cc1c(C(=O)NCc2ccc(F)cc2)c(-c2ccccc2)nn1-c1ccccc1	6	6	3	4	-5	-1	11	-12	-5	16	8
CC1CCCCC1NC(=S)NC(=O)c1cccs1 (stereo unspecified)	1	-4	0	-29	-13	-12	28	-10	2	-4	-8
CC(=O)OCCC(C)C	21	3	19	5	1	3	6	-18	13	18	-1
Cc1ccc(S(N)(=O)=O)cc1NC(=O)C1CC2CCC1C2 (stereo unspecified)	22	-2	16	-8	-11	-3	-32	-11	6	-2	-2
CCN(C(=O)CN1C(=O)/C(=C/c2ccccc2)SC1=S)C1CCS(=O)(=O)C1 (stereo unspecified)	9	1	-5	-9	-5	-1	-17	3	5	-12	-2
CC(C)C(NC(=O)c1ccccc1)C(=O)NC1CCCc2ccccc21 (stereo unspecified)	-18	-14	-11	3	22	-4	-7	6	7	2	-3
O=C(Oc1ccc(=O)n(-c2ccccc2)n1)c1ccc(F)cc1	11	5	-6	-15	-18	-3	-3	44	9	11	19
Cn1c(CNC(=O)c2ccccc2F)nnc1SCc1ccc(F)cc1	-28	8	7	3	13	0	9	0	-22	-7	15
O=C(COC(=O)c1cc(S(=O)(=O)N2CCOCC2)ccc1Cl)NC1CC1	-18	6	19	-10	-4	1	-11	-6	-3	17	3
CCOC(=O)c1c(S(=O)(=O)NCC(=O)Nc2cc(C)ccc2C)c(C)n(C)c1C	11	-6	24	9	-11	-1	-18	-6	-3	-1	-6
Cc1cc(C)c(NC(=O)CNC(=O)c2ccccc2SCC(=O)N2CCCC2)c(C)c1	-10	-21	3	-6	24	5	-68	12	-12	-26	-11
O=S(=O)(NC1CCCCCC1)c1cccc2cccnc12	2	6	4	-20	-7	-8	22	-1	3	20	10
N#Cc1c2c(c(NCc3ccco3)n3c1nc1ccccc13)CCC2	-15	-4	-3	-7	5	-2	10	16	-13	1	-7
CCOC(=O)c1c(NC(=O)C(F)(OC)C(F)(F)F)sc(C(=O)N2CCCCC2)c1C (stereo unspecified)	7	-14	4	6	8	-6	0	20	5	2	15
Cc1ccc(C2CC(c3cccs3)=NN2C(=O)CSc2nc(=O)n3cc(C)ccc3n2)cc1 (stereo unspecified)	10	11	-48	14	8	14	34	21	-6	-8	-3
Oc1ccc(Cl)cc1N=Nc1ccccc1	-33	-16	16	1	-4	-2	-16	-41	1	-17	-27
CCOC(=O)CN1CC23C=CC(O2)C(C(=O)NC2CCCCCC2)C3C1=O (stereo unspecified)	3	-20	-5	1	8	-7	5	6	7	6	-8
Cc1cc(C)n(-c2nc(NCC(C)O)c3c4c(sc3n2)COC(C)(C)C4)n1 (stereo unspecified)	-28	-4	6	16	1	-6	10	15	-6	-20	-20
O=C(/C=C/c1cccs1)Nc1ccc(N2CCOCC2)c(S(=O)(=O)Nc2ccccc2Cl)c1	-15	-16	5	31	-33	-1	-8	-4	4	12	-15
C=Cc1cnc([N+](=O)[O-])n1C	7	-1	-10	-19	0	-4	-24	-1	-2	7	-21

For reference, some entries already given:
SMILES	NCOA3 inh	CF NFkB block	C8 TRAIL sens	NR2F2 inh	LRH-1 inv ag	LMP1 NFkB inh	Shn3 inh set2	TROY signal inh	KKLEB tox	TWEAK Fn14 block	SRC1 inh
CC(=O)OCCC(C)C	21	3	19	5	1	3	6	-18	13	18	-1
Cc1ccc(S(N)(=O)=O)cc1NC(=O)C1CC2CCC1C2 (stereo unspecified)	22	-2	16	-8	-11	-3	-32	-11	6	-2	-2
CCN(C(=O)CN1C(=O)/C(=C/c2ccccc2)SC1=S)C1CCS(=O)(=O)C1 (stereo unspecified)	9	1	-5	-9	-5	-1	-17	3	5	-12	-2
CC(C)C(NC(=O)c1ccccc1)C(=O)NC1CCCc2ccccc21 (stereo unspecified)	-18	-14	-11	3	22	-4	-7	6	7	2	-3
O=C(Oc1ccc(=O)n(-c2ccccc2)n1)c1ccc(F)cc1	11	5	-6	-15	-18	-3	-3	44	9	11	19
Cn1c(CNC(=O)c2ccccc2F)nnc1SCc1ccc(F)cc1	-28	8	7	3	13	0	9	0	-22	-7	15
O=C(COC(=O)c1cc(S(=O)(=O)N2CCOCC2)ccc1Cl)NC1CC1	-18	6	19	-10	-4	1	-11	-6	-3	17	3
CCOC(=O)c1c(S(=O)(=O)NCC(=O)Nc2cc(C)ccc2C)c(C)n(C)c1C	11	-6	24	9	-11	-1	-18	-6	-3	-1	-6
Cc1cc(C)c(NC(=O)CNC(=O)c2ccccc2SCC(=O)N2CCCC2)c(C)c1	-10	-21	3	-6	24	5	-68	12	-12	-26	-11
O=S(=O)(NC1CCCCCC1)c1cccc2cccnc12	2	6	4	-20	-7	-8	22	-1	3	20	10
N#Cc1c2c(c(NCc3ccco3)n3c1nc1ccccc13)CCC2	-15	-4	-3	-7	5	-2	10	16	-13	1	-7
CCOC(=O)c1c(NC(=O)C(F)(OC)C(F)(F)F)sc(C(=O)N2CCCCC2)c1C (stereo unspecified)	7	-14	4	6	8	-6	0	20	5	2	15
Cc1ccc(C2CC(c3cccs3)=NN2C(=O)CSc2nc(=O)n3cc(C)ccc3n2)cc1 (stereo unspecified)	10	11	-48	14	8	14	34	21	-6	-8	-3
Oc1ccc(Cl)cc1N=Nc1ccccc1	-33	-16	16	1	-4	-2	-16	-41	1	-17	-27
CCOC(=O)CN1CC23C=CC(O2)C(C(=O)NC2CCCCCC2)C3C1=O (stereo unspecified)	3	-20	-5	1	8	-7	5	6	7	6	-8

Additional structures
SMILES	NCOA3 inh	CF NFkB block	C8 TRAIL sens	NR2F2 inh	LRH-1 inv ag	LMP1 NFkB inh	Shn3 inh set2	TROY signal inh	KKLEB tox	TWEAK Fn14 block	SRC1 inh
COc1ccc(C2CC(c3cccs3)=NN2C(=O)CSc2nncs2)cc1OC (stereo unspecified)	5	-20	-4	12	9	8	24	1	3	7	-4
N#CCCN(CCC#N)C(=S)NC1CC2C=CC1C2 (stereo unspecified)	11	8	-2	3	5	0	-1	8	1	-8	2
COC(=O)c1scc(S(C)(=O)=O)c1-n1cccc1	4	2	7	14	17	/	7	2	-2	12	-11
Cc1ccc2c(c1)-c1c(cnn1CC(=O)O)CO2	0	12	-4	1	2	-3	-16	5	-3	11	-18
Cc1ccc(OCC(=O)Oc2ccccc2[N+](=O)[O-])cc1	26	4	-3	27	12	0	2	-33	-10	-29	-11

The list is partial, so the mix of outcomes need not match the whole.
